Compound activity deposited in PubChem by several laboratories.
LMP1 NFkB inh: inhibitors of Epstein-Barr LMP1-induced NF-kappaB reporter | LMP1-induced NF-kappaB luciferase reporter cells, luminescence | inhibition, % at 12.5 µM | 350,000 compounds, 0.69% hits | AID 504558; in the data active = inhibition above about 41%;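 also: 0% = neutral control wells and 100% = reference inhibitor control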
TRAIL sens C8: sensitizes caspase-8 expressing cells to TRAIL. NB7+C8 cells + TRAIL, ATPlite viability luminescence. inhibition (viability loss, TRAIL sensitization), % at 10 µM. 360,000 compounds, 1% hits;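 active = compounds causing at least 50% loss of cell viability in the single-dose screen, relative to plate controls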
NR5A2 inv ag: suppresses constitutive activity of human LRH-1. HEK293T StAR-luciferase reporter, LRH-1 transfected, 24 h. inhibition, % at 3.6 µM. 360,000 compounds, 0.13% hits;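 active = inhibition above the mean inhibition of all tested compounds plus 3 SD, cut at about 73% in these data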;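 also: 0% = DMSO wells and 100% = reporter-only cells lacking LRH-1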
TROY signal inh: TROY signaling inhibition | Q293 LMP1-TROYcd NF-kB luciferase reporter, 4 h | inhibition, % at 10 µM | 360,000 compounds, 0.98% hits;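 active = compounds whose plate-normalised and pattern-corrected inhibition of the luciferase reporter signal at the single screening dose is 50% or more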
COUP-TFII inh: inhibitors of human COUP-TFII (NR2F2); P24468; HEK293T NGFI-A luciferase reporter, luminescence; inhibition, % at 8.6 µM; 370,000 compounds, 0.7% hits; AID 686940;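 active = inhibition above a per-plate cutoff, mean inhibition of test wells between control levels plus 3 SD, cut at about 38% in these data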;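 also: cells cotransfected with COUP-TFII expression vector driving the NGFI-A reporter; 0% = median of COUP-TF2 test wells and 100% = reporter-only cells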
TWEAK-Fn14 inh: TWEAK-Fn14 signaling inhibition. TWEAK-stimulated Fn14 reporter cells, luciferase luminescence, 8 h. inhibition, % at 10 µM. 360,000 compounds, 2% hits. AID 1159606; in the data active = inhibition above about 50%
NCOA1 inh: inhibitors of human steroid receptor coactivator 1 (SRC1). HEK293 GAL4-SRC1 luciferase reporter, luminescence. inhibition, % at 3.6 µM. 360,000 compounds, 0.12% hits. AID 588354;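 active = inhibition above the campaign mean plus 3 SD, with each screening campaign given its own cutoff, cut at about 60% in these data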;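 also: 0% = DMSO treated cells and 100% = gossypol at 36 µM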
Target sequence (Q15788 whole entry, looked up, the tested form may be a part): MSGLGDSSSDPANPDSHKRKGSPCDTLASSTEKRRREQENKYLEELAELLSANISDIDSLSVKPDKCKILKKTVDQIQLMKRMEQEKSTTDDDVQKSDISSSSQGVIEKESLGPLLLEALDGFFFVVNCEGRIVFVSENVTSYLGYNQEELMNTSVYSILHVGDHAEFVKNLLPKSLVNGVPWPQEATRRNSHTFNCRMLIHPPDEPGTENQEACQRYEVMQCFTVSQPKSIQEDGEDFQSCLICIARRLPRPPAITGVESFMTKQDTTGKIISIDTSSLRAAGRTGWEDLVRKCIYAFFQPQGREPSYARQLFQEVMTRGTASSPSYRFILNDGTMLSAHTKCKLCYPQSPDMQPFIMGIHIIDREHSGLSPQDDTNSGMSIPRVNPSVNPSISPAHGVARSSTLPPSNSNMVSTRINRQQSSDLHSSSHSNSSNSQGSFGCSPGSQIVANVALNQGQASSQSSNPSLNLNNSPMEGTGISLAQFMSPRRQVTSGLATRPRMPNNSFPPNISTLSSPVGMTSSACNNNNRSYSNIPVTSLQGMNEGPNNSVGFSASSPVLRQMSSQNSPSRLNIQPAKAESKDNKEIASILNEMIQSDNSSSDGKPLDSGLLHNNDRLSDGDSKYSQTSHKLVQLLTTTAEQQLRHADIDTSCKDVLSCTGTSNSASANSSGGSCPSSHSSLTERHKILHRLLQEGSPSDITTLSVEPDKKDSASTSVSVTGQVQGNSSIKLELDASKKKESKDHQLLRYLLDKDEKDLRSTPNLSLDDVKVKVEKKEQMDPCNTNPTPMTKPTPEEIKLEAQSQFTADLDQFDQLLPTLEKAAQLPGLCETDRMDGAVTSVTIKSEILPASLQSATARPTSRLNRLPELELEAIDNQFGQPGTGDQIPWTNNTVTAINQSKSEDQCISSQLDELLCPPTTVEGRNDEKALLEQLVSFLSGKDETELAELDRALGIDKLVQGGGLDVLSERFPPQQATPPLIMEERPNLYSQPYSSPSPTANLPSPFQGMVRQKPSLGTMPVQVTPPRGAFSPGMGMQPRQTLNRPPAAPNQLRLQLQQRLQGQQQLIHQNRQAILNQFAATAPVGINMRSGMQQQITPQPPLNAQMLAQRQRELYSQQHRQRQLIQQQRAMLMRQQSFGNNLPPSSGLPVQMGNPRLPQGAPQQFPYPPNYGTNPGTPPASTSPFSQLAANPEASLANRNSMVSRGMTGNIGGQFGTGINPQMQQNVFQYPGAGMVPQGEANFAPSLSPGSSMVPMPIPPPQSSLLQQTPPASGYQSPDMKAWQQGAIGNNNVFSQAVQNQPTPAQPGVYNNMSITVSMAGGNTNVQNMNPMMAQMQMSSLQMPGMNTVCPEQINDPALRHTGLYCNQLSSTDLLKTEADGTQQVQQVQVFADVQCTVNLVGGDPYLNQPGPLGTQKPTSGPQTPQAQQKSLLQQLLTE
CF NFkB inh: cystic fibrosis NF-kB activation inhibition; KKLEB NF-kB-GFP reporter, PAF-induced, GFP fluorescence overnight; inhibition, % at 5 µM; 360,000 compounds, 0.86% hits; AID 588850;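 active = at least 50% inhibition at 5 µM, scaled per plate between neutral and stimulator controls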;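 also: PAF is a Pseudomonas aeruginosa culture filtrate used as stimulus; plate controls were PAF-stimulated DMSO wells for no effect and unstimulated DMSO wells for full effect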
NCOA3 inh: inhibitors of human steroid receptor coactivator 3 (SRC3). Q9Y6Q9. HEK293 GAL4-SRC3 luciferase reporter, luminescence. inhibition, % at 3.6 µM. 360,000 compounds, 0.17% hits;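 active = inhibition above a per-campaign cutoff, the mean of all compounds plus 3 SD, cut at about 60% in these data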;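 also: 0% = DMSO-treated cells and 100% = gossypol-treated cells at 36 µM; higher means less SRC3-driven luciferase light from the GAL4 reporter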
Shn3 inh set2: inhibitors of Schnurri-3 3'UTR reporter in osteoblasts. 360,000 compounds, 0.52% hits. Clone20 osteoblast Shn3 3'UTR firefly luciferase, 24 h. inhibition, % at 12.5 µM. AID 588674;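 active = mean inhibition of at least 75% with every replicate also reaching 75%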;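 also: 0% = median of neutral control wells and 100% = pilot-screen positive control compound; some compounds past the cut are filed as inactive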
KKLEB cytotox: reduces viability of KKLEB cystic fibrosis airway cells | KKLEB CF airway cells viability, ATPlite luminescence, overnight; active compounds read low; cells stimulated with P. aeruginosa culture filtrate | activity change (cytotoxicity), % at 5 µM | 360,000 compounds, 0.36% hits;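 active = corrected activity change at or below -50% at 5 µM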
* = called active by the depositor; nt = not tested or not shown. This is a subset; rates above refer to the full screens.

Sample of the layout (two entries):
SMILES	LMP1 NFkB inh	TRAIL sens C8	NR5A2 inv ag	TROY signal inh	COUP-TFII inh	TWEAK-Fn14 inh	NCOA1 inh	CF NFkB inh	NCOA3 inh	Shn3 inh set2	KKLEB cytotox
O=C(Nn1c(Cc2cccs2)nc2ccccc2c1=O)c1cccs1	-1	-5	-4	-9	-9	11	-3	-8	5	-14	12
CCOC(=O)Nc1ccc2c(c1)N(C(=O)CN(C)C)c1ccccc1S2	-3	-4	8	-1	-12	-9	8	-18	0	-21	-2

Main list, from the first entry:
SMILES	LMP1 NFkB inh	TRAIL sens C8	NR5A2 inv ag	TROY signal inh	COUP-TFII inh	TWEAK-Fn14 inh	NCOA1 inh	CF NFkB inh	NCOA3 inh	Shn3 inh set2	KKLEB cytotox
O=C(Nn1c(Cc2cccs2)nc2ccccc2c1=O)c1cccs1	-1	-5	-4	-9	-9	11	-3	-8	5	-14	12
CCOC(=O)Nc1ccc2c(c1)N(C(=O)CN(C)C)c1ccccc1S2	-3	-4	8	-1	-12	-9	8	-18	0	-21	-2
CCOC(=O)C1C(=O)NC(c2ccccc2)=NC1c1ccc(C(C)C)cc1 (stereo unspecified)	-7	-1	0	14	-18	7	-9	-12	-4	17	0
Cc1oc(-c2cccs2)nc1CN1CC[C@@](O)(c2ccccc2)[C@H]2CCCC[C@@H]21	-5	1	0	-2	4	-22	-15	-9	9	10	11
O=C(NCCN1CCOCC1)c1ccc(/C=C2\Sc3ccccc3N(Cc3ccc(F)cc3)C2=O)cc1	7	20	-1	51*	6	40	-35	18	-3	-2	-3
CC(C)CN(CCNC(=O)CC1Oc2ccccc2NC1=O)CC(C)C (stereo unspecified)	-2	-14	-3	-16	-13	4	-3	17	5	7	-12
O=C(COC(=O)CNC(=O)C1CCCCC1)Nc1ccccc1OC(F)F	-3	-12	3	-7	21	-3	-1	15	6	-5	0
CC(OC(=O)CCCCCN=C1NS(=O)(=O)c2ccccc21)C(=O)Nc1cc(Cl)cc(Cl)c1 (stereo unspecified)	-2	9	-9	30	35	30	2	6	8	-6	-3
CCCCn1c(N)c(N(CC(C)C)C(=O)CSc2ccccc2C)c(=O)[nH]c1=O	-14	-8	4	-21	-14	12	-18	10	9	-1	-6
COc1ccc(OCCc2nnc(N)s2)cc1	6	1	-8	-5	-1	-1	-7	5	-12	2	0
CCc1c(C)sc(NC(=O)OC)c1C(=O)N1CCCCC1	-5	-13	4	16	15	9	-2	-4	15	-16	7
CCOC(=O)CN1C(=O)C(Sc2n[nH]c(-c3ccc(C)cc3)n2)CCc2ccccc21 (stereo unspecified)	-2	14	0	39	26	26	-2	-10	26	7	14
Cc1cccc(N2CCN(C(=O)c3ccc4[nH]c(C)c(C)c4c3)CC2)c1C	21	-4	18	27	6	6	-7	34	-21	1	-20
Cc1ccc(NC2c3ncccc3C(=O)N2C2CCCCC2)cc1C (stereo unspecified)	5	19	-17	-55	12	10	4	4	-10	-18	-1
COC(=O)c1c(NC(=S)NN2CCN(C)CC2)sc2c1CCC(C)C2 (stereo unspecified)	-18	9	-6	-8	22	-28	-42	26	12	17	-45
O=c1c2ccccc2nc(/C=C/c2ccc3c(c2)OCO3)n1CCCO	-24	-11	-10	-14	nt	-16	-24	-4	14	-49	1
COc1ccc(NC(=O)c2cc(C3CCCCN3C(=O)CCc3ccccc3)on2)c(C)c1 (stereo unspecified)	nt	-16	7	-10	16	7	-7	-3	5	11	3
NNC(=O)c1csc(Cc2c(Cl)sc3ccc(Cl)cc23)n1	7	0	-6	5	-15	-25	7	-20	18	15	3
CC(=O)NC(=S)Nc1ccccc1C(=O)NC1CCCCC1	12	8	-32	0	1	-18	2	-11	13	-22	9
O=C(NC1CCCc2ccccc21)C1CCN(C(=O)c2sccc2-n2cccc2)CC1 (stereo unspecified)	-2	15	20	-13	-20	-25	-10	10	-17	5	-6
CCc1nc(C)cn1S(=O)(=O)c1cc(C)c(OC)cc1C	0	3	-31	17	-9	-1	-17	6	-2	-23	12
NS(=O)(=O)c1cc2c(cc1Cl)NC(c1ccccc1OCC(=O)O)NS2(=O)=O (stereo unspecified)	-3	-26	-6	18	13	23	-15	6	-13	-4	-5
CCN(CC)S(=O)(=O)c1ccc(N/N=C(\C)c2ccncc2)c([N+](=O)[O-])c1	-37	-1	-4	8	10	-4	0	15	-17	1	-9
Cc1ccc(S(=O)(=O)NCC(=O)N(CC(=O)NCC2CCCO2)Cc2ccco2)cc1 (stereo unspecified)	-1	-2	6	-26	-2	9	-3	8	-1	3	1
Cc1cccc(N2CCN(C(=O)c3ccc(NS(=O)(=O)c4ccc5[nH]c(=O)[nH]c5c4)cc3)CC2)c1C	-16	1	6	2	3	-4	3	17	10	-12	2
SMILES	LMP1 NFkB inh	TRAIL sens C8	NR5A2 inv ag	TROY signal inh	COUP-TFII inh	TWEAK-Fn14 inh	NCOA1 inh	CF NFkB inh	NCOA3 inh	Shn3 inh set2	KKLEB cytotox
CC(C)NC(=O)C1CC=CCC1C(=O)O (stereo unspecified)	-1	-4	-7	0	-2	7	-2	-9	13	-1	11
Cc1cc(N2C(=O)C3CC=CCC3C2=O)no1 (stereo unspecified)	-9	13	-1	-8	1	-8	-14	-28	11	-5	4
COc1ccc(CN(C(=O)c2ccc(-c3ccccc3)[nH]2)C(C(=O)NCC2CCCO2)c2ccc(C)o2)cc1 (stereo unspecified)	-13	-11	9	1	12	33	6	-19	-7	43	-5
CC1CCN=C(N)S1 (stereo unspecified)	5	-1	19	3	-11	14	3	-10	0	-20	25
CCOC(=O)Cc1nnc(NC(=O)C(CC)Sc2nc(C)cc(C)n2)s1 (stereo unspecified)	-1	-14	-28	-4	11	-32	-1	-4	-12	6	-6
Cc1cc(Cl)cc(Br)c1OCCCNCC(C)O (stereo unspecified)	7	8	-5	18	-2	-5	-8	10	19	-8	-14
COc1ccccc1N1CCN(/N=C/c2cc([N+](=O)[O-])ccc2Cl)CC1	1	-4	-14	3	-2	-25	-2	11	5	-7	3
Cc1ccc(-c2csc(N/N=C/C=C/c3ccccc3)n2)cc1	7	-8	7	-25	19	16	-31	2	10	-9	11
CCCOc1ccc(N2C(=O)CC(NCc3ccc(S(N)(=O)=O)cc3)C2=O)cc1 (stereo unspecified)	8	-5	11	3	-9	-11	-2	-3	3	13	5
O=C(COC(=O)C1=COCCO1)Nc1cc(S(=O)(=O)N2CCCCC2)ccc1Cl	3	-2	-53	-1	8	0	-10	-7	10	4	14
COc1ccc(-n2nc(C(=O)NCC(=O)N3CCN(Cc4ccc5c(c4)OCO5)CC3)c3ccccc3c2=O)cc1OC	5	-1	-11	2	8	1	-6	20	22	7	-2
O=C(COC(=O)c1ccc(Cl)nc1)NC(=O)c1ccc(OC(F)F)cc1	-1	-14	2	-9	11	-15	-14	8	-5	-3	-10
Cc1ccc2cccc(OCC(=O)NCCC3=CCCCC3)c2n1	-11	3	48	-47	nt	-32	-4	-15	20	-3	18
O=C(CC1SC(=O)N(c2ccccc2)C1=O)Nc1ccc(Br)cc1 (stereo unspecified)	nt	-11	1	-42	-13	-24	2	-5	-13	nt	-2
CC1=CC(C)[C@H](/C=N/n2c(=O)[nH]c3c([nH]c4ccc(Br)cc43)c2=O)C(C)C1 (stereo partly specified)	-81	48	-5	21	-4	14	-2	11	13	6	-18
COc1ccc(NC(=O)CCc2ccccc2)cc1NC(=O)c1ccco1	3	12	6	16	-31	5	-19	-6	17	-6	7
CC(OC(=O)c1ccc([N+](=O)[O-])s1)C(=O)NC1CCCCC1C (stereo unspecified)	10	7	3	-15	10	14	4	15	8	-9	-5
Cn1ncc(C#N)c1NC(=O)C1CC(c2ccc(Cl)cc2)=NO1 (stereo unspecified)	-6	7	5	-4	12	-9	-4	5	18	-31	-2
O=C(CCC(=O)N1CCSc2ccccc21)NCc1cccc(Br)c1	-9	-4	-8	-13	-7	-9	9	7	6	-18	-6
C/C(=N\Nc1cc(Cl)nc(C)n1)c1ccc(Cl)c(Cl)c1	10	-10	-6	-23	2	-9	-9	-18	11	3	-3
CC1C(O)=C(c2nc3ccccc3[nH]2)C(=N)N1c1ccccc1 (stereo unspecified)	-1	32	-49	-17	-8	-10	-89	23	-39	-35	-13
Cc1[nH]nc(-c2ccc(OCc3cnn(-c4ccccc4)c3)cc2O)c1Oc1ccc(F)cc1	-15	13	-25	-31	10	-7	-22	12	-1	52	0
CC(C)NC(=O)CSc1nc(Cc2ccccc2)nc2ccccc12	7	-4	1	-5	7	6	11	14	5	-2	-15
COC(=O)c1[nH]c2cc(OC)ccc2c1NC(=O)CN1CCC(C(N)=O)(N2CCCCC2)CC1	-4	-1	1	-8	-25	-2	-1	-2	-33	-59	1
O=C(NNC(=S)Nc1ccccc1Cl)c1ccccc1Cl	-29	4	-106	-27	-39	-36	-107	-5	-84	-123	-11
SMILES	LMP1 NFkB inh	TRAIL sens C8	NR5A2 inv ag	TROY signal inh	COUP-TFII inh	TWEAK-Fn14 inh	NCOA1 inh	CF NFkB inh	NCOA3 inh	Shn3 inh set2	KKLEB cytotox
O=C(Oc1cc(=O)n2ccccc2n1)c1ccccc1	9	-28	-17	8	12	8	-7	10	2	-4	2
C=CCN(c1ccccc1)S(=O)(=O)c1cccc(C(=O)N2CC(C)CC(C)C2)c1 (stereo unspecified)	27	5	-14	7	31	8	-11	-18	19	31	1
Cc1ccc(CCc2nnc(SCC(=O)Nc3ccccc3Cl)n2-c2ccccc2)o1	7	1	4	6	-12	24	0	8	19	0	-9
O=C1OCc2ccc(NC(=O)C3CCCCC3)cc21	1	-10	4	-5	-6	-6	-4	-9	4	-19	-2
CC1(C)Cc2c(cnn2-c2cccc(F)c2)C(NC(=O)c2csnn2)C1 (stereo unspecified)	8	6	-8	-3	13	-1	3	26	4	18	-13
CCc1nnc(NC(=O)C2=NN(C3CCS(=O)(=O)C3)C(=O)CC2)s1 (stereo unspecified)	1	-6	5	5	-2	-2	6	13	21	11	13
Cc1cc(NC(=O)CN2CCN(c3ccccc3O)CC2)no1	-4	-12	21	5	2	2	-26	-14	5	-9	12
Cc1cccc(OCC(=O)NNc2c3ccccc3nc3ccccc23)c1	-9	15	2	-3	16	28	-9	-34	3	28	-6
COCCn1c(SCC(=O)N2CCCCCC2)nnc1-c1ccco1	0	7	-20	9	3	3	15	-6	-12	9	-5
COc1cccc(OC)c1C(=O)N1CCN(S(=O)(=O)c2ccc(C)cc2)CC1	-15	-2	3	-11	9	-3	-3	8	4	-4	3
CCOc1cc(/C=C2\C(=N)N3N=C(C)SC3=NC2=O)ccc1OCCOc1cccc(OC)c1	-3	-3	44	20	-1	5	12	-1	-1	12	-5
COc1ccc(-n2c(O)c(/C=C3\C=Nc4ccccc43)c(=O)[nH]c2=O)cc1	1	9	3	-1	13	13	7	-34	-13	-1	-12
CCN(CC)C(=O)C1CCN(Cc2ccc(OCc3ccccc3)c(OC)c2)CC1	3	3	11	6	-2	-5	1	-6	-7	-2	1
CCn1cnc2c1c(=O)n(CC(=O)NCc1ccccc1)c(=O)n2Cc1ccccc1	-15	-4	-12	-18	18	-1	3	-12	1	0	2
COc1cc(C(=O)NCc2nnc(SCC(=O)Nc3c(C)cc(C)cc3C)o2)cc(OC)c1OC	4	-8	0	-1	-6	-7	12	5	25	-11	-3
